Screening results (PubChem BioAssay)
H9c2 protect – myocardial damage modulation in H9c2 cells; H9c2 cardiomyocytes, H2O2 injury protection, ATPLite, 2 h; protection from H2O2 cell death, % at 20 µM; 360,000 tested, 0.63% active;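 active means compounds giving at least 50% protection of heart cells from peroxide-induced death in the single-dose screen, raw or plate-pattern-corrected value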;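 further: 0% = DMSO wells with peroxide and 100% = DMSO wells without peroxide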
hiPSC survival – increases survival of single human iPS cells; hiPSC single-cell survival, ATPlite luminescence; 100% = ROCK inhibitor wells, 0% = DMSO; survival enhancement, % at 20 µM; 360,000 tested, 0.044% active; AID 602274; in the data active means survival enhancement above about 18%;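 further: cells exposed to compounds for 16 hours before the ATP read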
Vif imaging – blocks HIV Vif function; HEK293T cells, Vif self-association by quenched fluorescence, imaging, 24 h; inhibition, % at 7.49 µM; 340,000 tested, 0.35% active; in the data active means inhibition above about 50%, passing the limit was not always enough; further: some results filed as inactive read as strong as hits
CaV13 FRET inh – Primary screen for inhibitors of IQ motif and Ca2+-dependent inactivation inhibitor domain binding in CACNA1D, Förster resonance energy transfer in living cells, …; HEK cells, CFP/YFP FRET ICDI-IQ, plate reader, 10 min; percent FRET-ratio fall versus neutral wells; inhibition, % at 12.3 µM; 340,000 tested, 0.098% active; AID 743397;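 active means mean replicate inhibition of at least 30% and at least 1% of replicates passing that level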;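 further: 0% = median of the neutral control wells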
Exocytosis inh – lytic granule exocytosis inhibition | inhibition, % at 10 µM | 360,000 tested, 0.66% active | AID 651702 | TALL-104 LAMP-1 surface exposure, flow cytometry; cells stimulated with thapsigargin and PMA;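 active means inhibition above about 55%, limit read from the data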
N-glyco inh – blocks N-linked glycosylation in D54 reporter cells | D54 ERlucT glycosylation luciferase reporter, 24 h; percent of 100 nM tunicamycin response | reporter increase, % at 12.5 µM | 360,000 tested, 0.23% active | AID 588692;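 active means mean luciferase reporter signal, scaled so untreated is 0 and the glycosylation-blocking control 100, at or above a set limit in every replicate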;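 further: luciferase carries N-glycosylation sites so blocking glycosylation raises the light; 0% = median of neutral control wells and 100% = median of 100 nM tunicamycin wells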
ABCB6 inh 2 – blocks the human ABCB6 transporter. 360,000 tested, 0.19% active. K562-ABCB6 porphyrin accumulation, flow cytometry, 1 h; stronger effect = lower value. Q9NP58. fluorescence ratio to DMSO, % at 10 µM;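 active means fluorescence ratio to DMSO below 75%, the collection mean minus 3 SD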;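 further: signal is porphyrin accumulated inside mitochondria; 100% equals median channel fluorescence of DMSO control wells; lower ratio means ABCB6 inhibition with less porphyrin fluorescence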
PDI turbidity – PDI (human) enzyme inhibition. inhibition, % at 10 µM. PDI insulin aggregation turbidity, A650, 90 min. P07237. AID 588391. 350,000 tested, 0.052% active;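 active means mean inhibition across replicates of 30% or more, whatever share of single replicates reach that level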;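 further: absorbance from insulin aggregation driven by PDI reduction with DTT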
Target sequence (P07237 whole entry, looked up): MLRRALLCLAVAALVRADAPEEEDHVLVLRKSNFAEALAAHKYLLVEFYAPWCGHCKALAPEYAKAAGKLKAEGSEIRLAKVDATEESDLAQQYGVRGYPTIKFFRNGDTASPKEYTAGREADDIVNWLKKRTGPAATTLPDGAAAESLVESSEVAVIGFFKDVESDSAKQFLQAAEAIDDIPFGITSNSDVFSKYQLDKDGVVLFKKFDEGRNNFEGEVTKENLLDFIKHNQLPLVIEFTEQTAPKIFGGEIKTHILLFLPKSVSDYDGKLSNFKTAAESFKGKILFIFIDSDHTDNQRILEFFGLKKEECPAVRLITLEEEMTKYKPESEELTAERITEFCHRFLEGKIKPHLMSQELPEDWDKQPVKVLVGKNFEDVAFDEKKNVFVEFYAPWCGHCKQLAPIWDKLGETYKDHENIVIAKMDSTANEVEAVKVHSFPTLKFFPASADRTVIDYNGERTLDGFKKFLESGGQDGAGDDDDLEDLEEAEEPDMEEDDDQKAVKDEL
HTR2A ag – mouse HTR2A agonism via beta-arrestin recruitment. CHO-K1 mHTR2A beta-arrestin complementation, luminescence; percent of 30 µM serotonin response. 360,000 tested, 0.66% active. P35363. activation, % at 7.6 µM;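 active means activation above a run cutoff, the mean activation of all tested compounds plus 3 SD, cut at about 14% in these data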;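 further: 0% = plate median of compound wells and 100% = 30 µM serotonin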
Target sequence (P35363 whole entry, looked up): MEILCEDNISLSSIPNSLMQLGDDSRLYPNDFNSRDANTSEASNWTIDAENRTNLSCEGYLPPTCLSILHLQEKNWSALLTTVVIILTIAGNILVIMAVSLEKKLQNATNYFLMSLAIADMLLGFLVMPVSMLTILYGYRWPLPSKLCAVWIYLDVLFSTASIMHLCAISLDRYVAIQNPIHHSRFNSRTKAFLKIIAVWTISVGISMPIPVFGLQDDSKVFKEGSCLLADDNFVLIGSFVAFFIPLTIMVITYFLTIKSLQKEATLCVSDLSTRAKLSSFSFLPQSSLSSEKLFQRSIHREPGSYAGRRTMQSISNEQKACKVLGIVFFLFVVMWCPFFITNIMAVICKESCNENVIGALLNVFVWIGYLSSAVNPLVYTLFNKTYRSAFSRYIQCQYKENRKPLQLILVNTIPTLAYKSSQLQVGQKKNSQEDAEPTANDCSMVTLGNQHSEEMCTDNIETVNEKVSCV
aDG glyco up – alpha-DG glycosylation activation; Pro5-aDG cells, alpha-DG glycosylation AlphaScreen (IIH6); 0% Pro5, 100% B10-LARGE cell signal; activation, % at 10 µM; 360,000 tested, 0.22% active;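 active means activation of at least 8% versus controls, or a plate z-score of at least 8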;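 further: Pro5 are CHO cells carrying HIG-tagged alpha-DG that lacks glycosylation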
Active calls of the source: *; · = not tested or not shown.

The line under a structure holds: N-glyco inh | aDG glyco up | HTR2A ag | PDI turbidity | ABCB6 inh 2 | Vif imaging | hiPSC survival | CaV13 FRET inh | H9c2 protect | Exocytosis inh
#1 O=C(CN(C(=O)CCC(=O)Nc1nccs1)c1ccc2c(c1)OCO2)NCc1ccccc1
  1 | -0.2 | 0 | 0 | 99 | -9 | -0.5 | -7 | 4 | 12
#2 COc1nccc(C(F)(F)F)c1C(=O)Nc1ccc(Cl)cc1
  1 | 0.5 | 3 | 3 | 99 | -2 | -0.4 | 0 | -4 | -4
#3 Cc1ccc(C(=O)NC(=C(Cl)Cl)S(=O)(=O)c2ccc(Cl)cc2)cc1
  54* | -0.2 | 1 | 10 | 102 | 10 | -1.6 | 0 | -10 | 6
#4 CCOC(=O)c1sc(-c2ccc(Cl)cc2)nc1O
  3 | -0.1 | 2 | -2 | 104 | 7 | -0.4 | -14 | -2 | -4
#5 CCCCN(C(=S)NC(=O)c1ccccc1)c1c(N)n(Cc2ccccc2)c(=O)[nH]c1=O
  1 | -0.1 | 4 | -7 | 95 | -39 | -2.5 | -5 | 9 | 2
#6 CC1CCC(NC(=O)c2ccc(Br)o2)CC1 (stereo unspecified)
  -1 | 0.1 | 3 | -5 | 100 | -4 | 2.5 | -5 | -2 | 4
#7 COc1cc(SC)ccc1C(=O)NCCN1CCOCC1
  -2 | -0.1 | -5 | -10 | 96 | 6 | -0.5 | -5 | 1 | -2
#8 COc1ccc(NC(=O)Nc2cccc([N+](=O)[O-])c2)cc1Cl
  -9 | 1.1 | -7 | 1 | 97 | -17 | -0.8 | -17 | -17 | 24
#9 O=C(COc1ccc(Cl)cc1)NCc1ccccc1
  -2 | 0.0 | -3 | -1 | 100 | 4 | 0.1 | -1 | -1 | -4
#10 Clc1ccccc1Nc1c2c(nc3ncnn13)CCC2
  0 | 0.3 | -4 | 0 | 99 | 9 | 2.0 | -5 | 1 | -4
#11 CNC(=O)C1CCC(=O)N1Cc1ccc(C)cc1 (stereo unspecified)
  2 | 0.1 | -1 | -2 | 104 | 10 | -3.4 | -4 | 6 | 0
#12 COc1ccc(OC)c(NC(=O)C2CC(=O)n3ncnc3N2)c1 (stereo unspecified)
  2 | -0.3 | 1 | -3 | 96 | 18 | -2.4 | -5 | -2 | -1
#13 CC(=O)NC(c1ccccc1)c1nc(-c2cccc(CO)c2)cs1 (stereo unspecified)
  0 | -0.1 | 4 | -2 | 100 | -1 | -1.7 | -6 | 6 | -5
#14 O=[N+]([O-])c1cc(C(F)(F)F)cc([N+](=O)[O-])c1NCCCN1CCOCC1
  -2 | 0.7 | -3 | 0 | 100 | -1 | 0.7 | -7 | -5 | -1
#15 CC1(C(=O)NS(=O)(=O)Cc2cccc(Cl)c2)CCN1C(=O)Cc1ccc(-c2ccccc2)cc1 (stereo unspecified)
  2 | -0.1 | 11 | 6 | 95 | 17 | -1.6 | -4 | -6 | 0
#16 COCCCNc1nc2ccccc2nc1NS(=O)(=O)c1cc(Cl)ccc1Cl
  1 | -0.1 | -5 | -1 | 93 | 0 | -0.1 | -4 | -3 | -2
#17 COc1cc(-c2cc(C(=O)OCC(=O)Nc3ccc4c(c3)OCO4)c3ccccc3n2)cc(OC)c1OC
  4 | 0.0 | -1 | -2 | 103 | 7 | 5.5 | -3 | 6 | 2
#18 CN1CCN(C(=S)NC(=O)c2ccc(S(=O)(=O)N3CCOCC3)cc2)CC1
  1 | -0.1 | -3 | 1 | 102 | -6 | -0.4 | -4 | 0 | 2
#19 CCN(CC)S(=O)(=O)c1ccc(/C=C/C(=O)Nc2ccc(F)c(F)c2F)cc1
  -8 | 0.2 | -5 | -4 | 97 | 2 | 0.6 | -4 | -7 | -4
#20 CC1(C)CC(=O)C(C=NCCN2CCN(C(=S)Nc3ccccc3)CC2)=C(O)C1
  2 | 0.1 | 3 | 3 | 98 | 9 | 4.1 | -3 | 1 | 6
#21 O=C(NCCc1ccccn1)C1CCCN(S(=O)(=O)Cc2ccccc2)C1 (stereo unspecified)
  1 | 0.0 | 7 | 6 | 93 | 8 | -1.0 | -2 | 4 | -3
#22 O=C(Nc1ccc(Cl)cn1)c1cnn2cccnc12
  -2 | 0.1 | 5 | -6 | 99 | 0 | -5.0 | -1 | 6 | -1
#23 O=C(Nc1nccs1)c1cc2cc(Cl)ccc2oc1=O
  0 | 0.1 | 4 | -5 | 98 | 17 | -0.5 | -10 | -5 | 7
#24 COc1ccc(N2CC(O)=C(c3nc4ccccc4s3)C2=N)c(OC)c1
  0 | 3.4 | 5 | 0 | 94 | 1 | 1.6 | -6 | 3 | -1
#25 CC(NC(=O)COC(=O)c1cccnc1Cl)C12CC3CC(CC(C3)C1)C2 (stereo unspecified)
  -1 | -0.3 | 0 | -5 | 102 | 14 | -0.2 | -2 | -1 | 7
#26 CCOC(=O)c1ccc(N=Nc2c(C)c(C#N)c(O)[nH]c2=O)cc1
  5 | 0.4 | 4 | -2 | 117 | 2 | 0.9 | -6 | -22 | -7
#27 CCOC(=O)N1CCC(NC(=O)c2ccc3c(c2)N(Cc2ccc(C)cc2)CCS3)CC1
  -5 | 0.1 | -1 | · | 96 | 1 | -3.9 | -6 | 7 | -19
#28 O=C(CCCc1c[nH]c2ccccc12)Nc1ncccc1O
  3 | -0.4 | -2 | -40 | 104 | -1 | -0.1 | -8 | 1 | -1
#29 COc1cc(/C=C2\CCCc3c2nc2ccccc2c3C(=O)O)cc(OC)c1O
  0 | -0.1 | 0 | 3 | 98 | -2 | 1.8 | 3 | -2 | -2
#30 c1ccc(CSc2ncnc3c2ncn3C2CCCCO2)cc1 (stereo unspecified)
  -6 | -0.1 | 7 | 5 | 96 | -13 | -0.9 | -5 | 0 | -1
#31 O=C(CCN1C(=O)[C@@H]2Cc3ccccc3CN2C1=O)N[C@H](C(=O)O)c1ccccc1
  0 | -0.3 | -3 | -4 | 100 | -7 | 0.8 | -3 | -2 | 0
#32 O=C(CN1CCOCC1)Nc1ccccc1C(=O)O
  0 | -0.2 | -4 | -4 | 96 | 21 | 3.3 | -5 | -2 | -1
#33 CCN(C(=O)COC(=O)CCc1ccccc1)c1ccccc1
  1 | 0.0 | -1 | 1 | 96 | -19 | -0.4 | -7 | -2 | 10
#34 Nc1nc(SCC(=O)Nc2cccc([N+](=O)[O-])c2)n[nH]1
  -1 | -0.1 | -3 | 18 | 103 | 1 | 0.3 | -9 | 1 | -1
#35 CCCCNc1cc(F)nc(N)n1
  2 | -0.4 | 0 | -7 | 105 | 2 | 3.2 | 7 | 0 | -1
#36 C/C(=N/N1CCN(c2ccccn2)CC1)c1ccc([N+](=O)[O-])cc1
  0 | 0.4 | 4 | -4 | 89 | 5 | 1.6 | -3 | -12 | -1
#37 COc1cccc(/C=C2\SC(=S)N(CCCC(=O)Nc3cc(C)on3)C2=O)c1
  -2 | 0.1 | 8 | -11 | 92 | 21 | -0.3 | -2 | -7 | -2
#38 COc1ccc(NC(=O)Nc2cccc3c2O[C@@H](CN(C)CC2CCCCC2)[C@@H](C)CN([C@H](C)CO)C3=O)cc1
  3 | 2.7 | 1 | -2 | 93 | 22 | -4.3 | -5 | -3 | -7
#39 O=C1CN(C(=O)COC(=O)CCC(=O)c2ccc(Cl)cc2)c2ccccc2N1
  2 | 0.2 | -5 | -1 | 91 | -3 | 3.2 | -8 | -9 | 2
#40 Cc1occc1-c1nc(-c2ccccn2)no1
  -8 | -0.1 | 3 | -7 | 105 | 22 | -4.5 | -5 | -28 | -4
#41 O=C(NCCc1nc2ccccc2[nH]1)C1CCC(=O)N(CCc2cccc(F)c2)C1 (stereo unspecified)
  0 | -0.1 | 6 | 3 | 99 | 0 | 1.1 | -6 | -2 | -2
#42 Cc1ccc(C(O)CSc2nnc(-c3ccc4ccccc4c3)n2C)cc1 (stereo unspecified)
  1 | 0.0 | -4 | 7 | 95 | -4 | -0.4 | -12 | 0 | 0
#43 O=C(CSc1ncnc2ccccc12)Nc1ccc2c(c1)OCO2
  1 | 0.1 | -1 | -2 | 98 | 1 | -1.6 | -6 | 1 | 3
#44 COc1cccc(C(=O)N2CCN(C(=O)Cc3ccccc3)CC2)c1
  -1 | 0.1 | -4 | -18 | 101 | -2 | -0.5 | -48 | 8 | -1
#45 Cc1cc(C)n(CCC(=O)N2CCc3ccccc32)n1
  3 | -0.3 | 6 | -9 | 98 | -2 | 0.6 | -4 | 1 | 0
#46 Cc1cc(NC(=O)CSc2nc3cc(C(=O)NCCCOC(C)C)ccc3c(=O)n2Cc2ccco2)no1
  -6 | 0.0 | -2 | -7 | 92 | -2 | 0.3 | -2 | -4 | -10
#47 CN(C(=O)CN(c1ccccc1)S(=O)(=O)c1ccc(F)cc1)C1CCS(=O)(=O)C1 (stereo unspecified)
  2 | -0.1 | 0 | -3 | 99 | 9 | 0.2 | -6 | -3 | -6
#48 COc1ccccc1NS(=O)(=O)c1cc(N=N/C(C(=O)Nc2ccc(Cl)cc2)=C(/C)O)ccc1C
  -6 | -0.6 | 0 | 0 | 95 | 19 | -0.4 | -6 | -9 | -3
#49 O=C(C[N+]1(CC#Cc2ccccc2)CCCCC1)c1ccccc1
  2 | -0.3 | 0 | 18 | 98 | 1 | 1.3 | -5 | -7 | -7
#50 Cc1ccc(S(=O)(=O)NC(C)C(c2cccs2)N2CCN(C)CC2)cc1 (stereo unspecified)
  -3 | 0.0 | -9 | -1 | 97 | 5 | -1.9 | -5 | 7 | 1
#51 CCCC(c1nnnn1Cc1cccs1)N1CCN(c2nc3ccccc3s2)CC1 (stereo unspecified)
  -4 | 1.0 | 2 | 14 | 92 | -14 | -0.3 | 0 | -11 | 13
#52 Cc1ccccc1NS(=O)(=O)c1cc2c(cc1C)NC(=O)CO2
  2 | -0.2 | -5 | · | 95 | -3 | -1.8 | -6 | 6 | 6
#53 CCOC(=O)c1csc(NC(=O)CSc2nnnn2CC)n1
  -1 | 0.2 | 2 | 1 | 95 | 2 | 5.8 | · | 11 | 0
#54 Cc1ccc(C2=NN(C(=O)CN3C(=O)c4ccccc4S3(=O)=O)C(c3ccco3)C2)cc1 (stereo unspecified)
  7 | 0.2 | 0 | 1 | 92 | -4 | 1.6 | -3 | -10 | 0
#55 COC(=O)c1ccccc1NC(=O)CCS(=O)(=O)c1ccc(Br)cc1
  1 | 0.2 | 3 | 0 | 97 | 0 | -1.9 | -5 | -3 | 2
#56 CCN(CC)CCOC(=O)C(Cc1cccc2ccccc12)CC1CCCO1 (stereo unspecified)
  -4 | 0.1 | -6 | 11 | 98 | -2 | -0.6 | -11 | 0 | 14
#57 O=C(NC1CCN(C(=O)NCc2ccccc2)CC1)c1cccc(F)c1
  1 | -0.1 | 4 | -8 | 98 | 4 | -0.7 | -4 | 0 | -7

Two entries picked at random from the list so far:
The line under a structure holds: N-glyco inh | aDG glyco up | HTR2A ag | PDI turbidity | ABCB6 inh 2 | Vif imaging | hiPSC survival | CaV13 FRET inh | H9c2 protect | Exocytosis inh
#37 COc1cccc(/C=C2\SC(=S)N(CCCC(=O)Nc3cc(C)on3)C2=O)c1
  -2 | 0.1 | 8 | -11 | 92 | 21 | -0.3 | -2 | -7 | -2
#44 COc1cccc(C(=O)N2CCN(C(=O)Cc3ccccc3)CC2)c1
  -1 | 0.1 | -4 | -18 | 101 | -2 | -0.5 | -48 | 8 | -1
